Screens from PubChem.
FLuc inh = blocks purified firefly luciferase enzyme activity; Potency, µM (highest dose often 115 µM), for the others: at the top dose activity change, negative = inhibition, actives largely listed as inhibitors; 2.5% of 76,000 active; AID 1347043; purified P. pyralis luciferase, luminescence, biochemical; further: potency means the concentration at half of the fitted maximal effect; nearly all actives have a fitted effect of over 65% in size
Target sequence (P08659 whole entry, looked up): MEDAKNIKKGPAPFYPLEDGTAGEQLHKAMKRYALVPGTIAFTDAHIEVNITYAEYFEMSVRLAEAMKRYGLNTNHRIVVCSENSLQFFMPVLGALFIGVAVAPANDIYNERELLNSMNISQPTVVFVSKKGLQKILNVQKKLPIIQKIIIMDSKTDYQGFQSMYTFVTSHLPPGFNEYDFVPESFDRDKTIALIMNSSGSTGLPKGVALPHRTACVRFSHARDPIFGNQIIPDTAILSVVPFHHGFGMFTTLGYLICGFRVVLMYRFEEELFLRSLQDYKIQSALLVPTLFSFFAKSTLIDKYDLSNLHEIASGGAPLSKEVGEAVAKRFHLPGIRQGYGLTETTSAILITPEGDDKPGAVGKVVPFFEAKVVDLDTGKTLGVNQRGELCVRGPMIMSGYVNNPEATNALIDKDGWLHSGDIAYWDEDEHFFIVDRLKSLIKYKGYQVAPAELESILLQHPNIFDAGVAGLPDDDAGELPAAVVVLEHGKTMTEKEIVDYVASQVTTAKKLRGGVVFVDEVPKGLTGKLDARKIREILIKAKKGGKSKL
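Luminescence read by CCD imaging after purified firefly luciferase (10nM final) was added to substrate buffer holding 10uM D-luciferin and 10uM ATP, pH 7.5, pre-dosed with compound.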
3T3 cytotox = cytotoxic compounds in NIH 3T3 cells; NIH 3T3 viability, CellTiter-Glo ATP luminescence, 48-72 h; Potency, µM (series often up to 96.7 µM), for inactives: at the top dose activity change, negative = cytotoxicity, hits mostly inhibitors; 4.3% of 94,000 active; further: potency means the concentration at half of the fitted maximal effect; nearly all actives have a fitted effect of over 55% in size
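Viability of NIH 3T3 cells after 48 or 72 hr compound treatment at 37 °C was assessed by CellTiter-Glo, with luminescence imaged following a 10 min room-temperature step.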
SNCA expr inhib = reduces expression of the alpha-synuclein gene; HEK-293 SNCA-luciferase knock-in, luminescence, 24 h; Potency, µM (top dose mostly 57.2 µM), without a hit: at the highest dose activity change, negative = inhibition, usual class: inhibitors; 0.17% of 140,000 active; AID 1671194;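 further: potency means the concentration at half of the fitted maximal effect; plate controls were DMSO cells for no effect and cell-free wells for full effect; nearly all actives have a fitted effect of over 45% in size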
GPT2 inhibitor = GPT2 alanine aminotransferase inhibition. Q8TD30. Recombinant GPT2, coupled pyruvate oxidase/HRP Amplex Red fluorescence. Potency, µM (highest dose often 57.7 µM), for inactives: top-dose activity change, negative = inhibition, actives largely listed as inhibitors. 0.25% of 100,000 active. AID 1671188; further: potency means the concentration at half of the fitted maximal effect; nearly all actives have a fitted effect of over 60% in size; many of its hits are not listed in these tables
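GPT2 10ng/uL, a-KG 250uM, L-Ala 2mM, HEPES pH7.5 + 0.0001% Tween; 30 min RT. Then Amplex mix (PO/HRP/ThPP), 30 min RT dark, fluorescence. AOA 50uM used as positive control.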
HEK293 tox = cytotoxic compounds in HEK 293 cells; 6.6% of 94,000 active; HEK 293 viability, ATP luminescence (CellTiter-Glo), 48-72 h; AID 1345083; Potency, µM (doses to about 115 µM), for the others: at the highest dose activity change, negative = cytotoxicity, hits mostly inhibitors; further: potency means the concentration at half of the fitted maximal effect; nearly all actives have a fitted effect of over 60% in size
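Read-out: CellTiter-Glo ATP luminescence. Cells: HEK 293, 250 cells/well. Exposure: 48 or 72 hr, 37 degree Celsius.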
IP6K1 inhibitor = blocks human inositol hexakisphosphate kinase 1; Q92551; IP6K1 kinase, ADP-Glo luminescence, 2 h; active compounds read low; activity change, % (series mostly up to about 58 µM); 0.81% of 140,000 active; AID 1645851; in the data active means activity change below about -25%
Target sequence (Q92551 whole entry, looked up): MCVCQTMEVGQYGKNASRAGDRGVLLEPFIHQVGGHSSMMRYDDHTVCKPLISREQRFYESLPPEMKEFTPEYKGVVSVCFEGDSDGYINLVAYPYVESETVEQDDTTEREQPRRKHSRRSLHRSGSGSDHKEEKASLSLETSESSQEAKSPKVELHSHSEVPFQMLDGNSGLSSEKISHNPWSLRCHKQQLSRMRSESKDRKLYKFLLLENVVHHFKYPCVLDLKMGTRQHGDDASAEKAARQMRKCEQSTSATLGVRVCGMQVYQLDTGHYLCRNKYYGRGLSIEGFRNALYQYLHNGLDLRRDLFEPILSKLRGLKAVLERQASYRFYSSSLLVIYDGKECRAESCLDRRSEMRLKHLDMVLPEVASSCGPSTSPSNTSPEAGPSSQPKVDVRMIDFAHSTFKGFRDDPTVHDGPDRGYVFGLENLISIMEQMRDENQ
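ADP-Glo luminescence measures ADP made by human IP6K1 during a 2 h RT reaction with ATP/IP6 (mix at 1.3 mM/130 uM); top library doses 57.5 and 19.1 uM final.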
SNCA viab count = cell viability loss counter-screen. HEK-293-SNCA-luc viability, GF-AFC fluorescence, 24 h. Potency, µM (highest dose often 57.1 µM), for the others: top-dose activity change, negative = cytotoxicity, actives largely listed as cytotoxic. 0.12% of 150,000 active;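 further: potency means the concentration at half of the fitted maximal effect; 0% = DMSO-treated cells and -100% = medium-only wells without cells; nearly all actives have a fitted effect of over 30% in size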
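HEK-293-SNCA-luc cells (1500/well) plated 24 h, then exposed 24 h to a dilution series; GF-AFC added 30 min at 37C, fluorescence 405/540 nm; normalised to medium-only and DMSO wells, Hill fit.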
An asterisk follows results filed as active; i = inactive; ? = inconclusive; · = no result given; & = joins results of further samples; ! = not confirmed by another sample; [ ] = another dose, or the depositor's remark. Unless noted, the call rests on the fitted dose curve; in most records, active means well fitted curve in the direction sought with a large enough effect; inconclusive means small, poorly fitted or top-dose-only effect, or another doubt; inactive means no such curve, though single readings can be large; an effect the other way counts as inactive or inconclusive. Unless noted, on the % scale 0 is the no-effect control and ±100 the full control effect. An excerpt. The share of hits here may be higher or lower than overall.

SMILES	FLuc inh	3T3 cytotox	SNCA expr inhib	GPT2 inhibitor	HEK293 tox	IP6K1 inhibitor	SNCA viab count
COc1cccc(CN2CC[C@H](c3nc4cc(Cl)ccc4o3)C2)c1	?	89.1µM*	25.7%[87.6 µM]	-2.4%[88.5 µM]	?	9.9	12.0%[87.6 µM]
Cc1c(Cl)ccc2sc(N3CCN(C(=O)CCS(=O)(=O)c4ccc(F)cc4)CC3)nc12	·	·	?	·	·	10.8	-3.9%
O=c1n(Cc2ccccc2Cl)nc2n1CCCCC2	-5.6%	i	-4.4%	-9.8%	5.4%	8.9	-18.5%
CC(C)CCN1CCC(N2CCN(C(=O)c3cc(F)ccc3F)CC2)C1=O (stereo unspecified)	-4.4%	-1.2%	10.7%	-6.2%	-2.2%	17.3	-0.7%
CCCn1nccc1C(=O)NCc1cccnc1Oc1ccc(C)nc1	4.4%	-17.6%	-2.9%	3.0%[11.5 µM]	3.4%	-14.4	0.4%
O=C(Cc1ccc(F)cc1)NC1CCN(c2cc(-c3ccc(F)cc3)[nH]n2)CC1	-2.1%	-20.2%	?	i	?	22.3	-24.0%
COc1ccc(C(=O)N2CCCN(c3cc(-c4ccc(F)cc4)[nH]n3)CC2)c(C)c1	0.0%	?	?	?	?	-5.3	-3.5%
O=C(c1cc(C2CC2)[nH]n1)N1C[C@@H](CO)[C@H](c2ccccn2)C1	-7.1%	-14.1%	-21.1%	-26.7%	3.0%	11.6	-5.7%
O=C(C1CCCCC1)N1CCCC2(CC(c3ccccc3)=NO2)C1 (stereo unspecified)	·	i	-3.8%	i	-22.0%	4.8	-14.2%
CC(=O)c1ccc(NC(=O)CC(c2cccs2)N2Cc3ccccc3C2=O)cc1 (stereo unspecified)	·	·	120.2%[activator]	·	·	-3.3	9.7%
CC(=O)Nc1ccc(NC(=O)CCNS(=O)(=O)c2cccc3nsnc23)cc1	·	·	16.8%	·	·	32.4	-5.2%
CCC(=O)N1CCc2oc(C)c(C(=O)NCCN(C)C)c2C1	0.3%	i	-8.8%	4.0%	i	3.1	-17.0%
COC[C@@H]1CN(C(=O)c2c(C)noc2C)C[C@H]1c1ccncc1	5.1%	-1.4%	-19.6%	i	-3.5%	8.3	5.1%
COc1ccc(-c2noc(-c3nc(-c4cccnc4)no3)n2)cc1	1.2%	3.9%	10.8%	-1.2%	13.2%	0.0	-4.1%
CC1=C(c2ccc(Cl)cc2)S(=O)(=O)NC1=NCc1ccc(C)cc1	·	·	2.4%	·	·	7.5	11.2%
CN1CCCCCCN(S(=O)(=O)c2ccc3c(c2)CCC3)[C@H]2CCC[C@H]2C1=O	5.4%	?	7.7%	-3.1%	?	-7.5	-4.2%
CCC(CC)NC(=O)CC1CCCN(c2cnn(CC3CC3)c(=O)c2)C1 (stereo unspecified)	-0.2%	?	-19.6%	?	-10.3%	8.0	1.5%
O=C1CC2(CCN(CC3CC3)CC2)Oc2ccccc2N1c1ccccc1	-7.7%	?	1.2%	i	-28.4%	-5.9	0.0%
CC(C)c1ccc(NC(=O)C2CCCN(S(=O)(=O)c3cccc4nonc34)C2)cc1 (stereo unspecified)	·	·	-9.8%	·	·	-14.8	12.3%
C=C(C)C1Cc2cc(C(=O)OC3OC(CO)C(O)C(O)C3O)ccc2O1 (stereo unspecified)	·	·	·	3.8%[27.3 µM]	·	-3.0	-0.9%
Cc1ccc(C2c3c(-c4ccccc4O)n[nH]c3C(=O)N2CCCO)cc1 (stereo unspecified)	·	·	?	·	·	-5.1	-16.6%
Cc1ccsc1[C@@H]1CCN(C(=O)c2ccc(-n3cnnn3)cc2)C[C@H]1O	-5.0%	?	-15.5%	-5.5%	i	21.3	-13.5%
CN1C[C@H](NCc2ccc(F)cc2)CCC[C@@H](C(=O)N(C)Cc2cccnc2)CC1=O	2.7%[172 µM]	-13.3%[174 µM]	-3.4%[87.6 µM]	-2.6%[88.5 µM]	?	-8.2	-15.6%[87.6 µM]
CCN(CC)c1ccc(C(=O)N2CCCC(n3cc(-c4nc(C)no4)nn3)C2)cc1 (stereo unspecified)	1.8%	-7.8%	-11.3%	-2.0%	-28.2%	0.0	6.4%
CCOc1cc(CNC(=O)c2ccc3c(c2)N(C)C(=O)C2CCCCN32)cc(OCC)c1OCC (stereo unspecified)	·	·	-4.7%	·	·	20.1	-4.9%
Continued.
SMILES	FLuc inh	3T3 cytotox	SNCA expr inhib	GPT2 inhibitor	HEK293 tox	IP6K1 inhibitor	SNCA viab count
Cc1ccc(-c2cccc(CN3CCCC(NC(=O)NC(C)C)C3)c2)cc1Cl (stereo unspecified)	·	?	34.1%[activator]	-11.1%	-11.2%	-2.6	-6.5%
O=C(NC1CC1)c1cc(C2CC2)nc2onc(C3CCNC3)c12 (stereo unspecified)	·	i	-10.9%	i	i	0.9	6.4%
CC(C)C(=O)c1cn(CC(=O)COc2ccc(Oc3ccccc3)cc2)c2ccc(C(=O)O)cc12	·	·	·	i	·	-12.3	-3.4%
Cc1ccc2c(CC(=O)N(Cc3ccc(N(C)C)cc3)Cc3ccco3)coc2c1C	·	·	7.4%	·	·	-0.8	3.0%
Cc1noc(C)c1[S+](=O)([O-])NC1CCN(C(=O)c2ccc(-c3cccs3)cc2)CC1	·	?	-17.0%	2.2%	?	10.8	?
COc1ccc(-c2nc3c(c(SCC(=O)N4CCCCC4)n2)Cc2cc(C)ccc2O3)cc1	·	·	-4.1%	·	·	49.7	-12.6%
O=C(C1CCCN1C(=O)C1CC1)N1CCC(N2Cc3ccccc3C2=O)CC1 (stereo unspecified)	·	-4.7%	3.0%	i	-7.6%	-8.4	3.7%
CCN1CCN(c2ncnc3c2cnn3-c2ccc(F)cc2)CC1	·	·	180.5%[activator]	·	·	1.8	7.6%
COc1ccccc1-c1ccc(C(=O)N2CCC(C(=O)N3CCCC3)CC2)cc1	·	-17.8%	5.4%	-2.8%	?	4.3	2.9%[12.5 µM]
Cc1ccc(C(=O)N2CCc3[nH]nc(C(=O)NCCCc4ccccc4)c3C2)cc1C	·	?	?	4.4%	?	19.4	-1.2%
O=C(CSc1nc(-c2ccccc2)cn1-c1ccccc1)Nc1ccccc1	·	·	7.9%	·	·	6.9	-18.1%
COc1ccc(Cl)cc1NC(=O)C1CN(S(C)(=O)=O)CC12CCCCC2 (stereo unspecified)	4.4%	?	?	-14.4%	?	21.3	-6.9%
Cc1nc(C)c(C(=O)N2CCOc3ccc(CN4CCCCC4)cc3C2)s1	1.4%	-13.0%	-1.5%	0.0%	?	-2.8	0.6%
Cc1c(C(=O)N2CC[C@](C)(O)[C@@H](O)C2)[nH]c2c(F)cccc12	-4.3%	3.4%	-9.8%	0.6%	-0.8%	-2.8	-21.1%
O=C(CCC1N=C2c3ccccc3N=C(SCc3cccc(Cl)c3)N2C1=O)N1CCN(c2ccccc2)CC1 (stereo unspecified)	·	·	-17.9%	·	·	-1.6	-3.8%
CC(=O)c1cccc(NC(=O)c2nc(-c3ccccc3)n(-c3ccccc3)n2)c1	·	·	33.8%[activator]	·	·	-17.1	6.0%
CN(C)[C@@H]1CN(Cc2ccncc2F)CC[C@@H]1CNC(=O)C1CC1	4.7%	-4.6%	-14.4%	-10.6%	-0.9%	31.2	-12.1%[12.5 µM]
CN(C1CCCCC1)S(=O)(=O)c1ccc2c(c1)c(=O)c(C(=O)N1CCN(c3ccc(F)cc3)CC1)cn2C	·	·	-6.9%	·	·	-1.9	1.8%
CCc1ccc(C(=O)NC2CCN(c3ccccc3)C2=O)cc1 (stereo unspecified)	-7.9%	i	?	i	6.4%	-7.9	-5.8%
OC1(CN2CCCCC2)CCN(c2nc3ccccc3s2)C1 (stereo unspecified)	10µM*	-30.7%	43.5%[activator]	-0.9%[11.5 µM]	-26.3%	34.1	-1.9%
Cc1ccc(NC(=O)C2CCCN2S(=O)(=O)c2ccc3c(c2)CCCC(=O)N3)cc1C (stereo unspecified)	·	·	22.7%	·	·	2.7	-8.8%
C[C@@H]1C/C=C/C=C\C=C\C=C\[C@H](O[C@@H]2O[C@H](C)[C@@H](O)[C@H](N)[C@@H]2O)C[C@@H]2O[C@](O)(C[C@@H](O)C[C@H]3O[C@@H]3/C=C/C(=O)O1)C[C@H](O)[C@H]2C(=O)O	·	·	·	i	·	-8.7	-6.5%[23.9 µM]
CCN(Cc1ccccc1)C(=O)CN1C(=O)COc2ccc(S(=O)(=O)N(CC)CC)cc21	·	·	-6.6%	·	·	11.4	?
Cc1ccc(C2Cn3nnc(C(=O)N4CCN(C(=O)c5ccccn5)CC4)c3CO2)cc1 (stereo unspecified)	-2.7%	i	-21.7%	i	2.8%	6.6	2.1%
COc1ccc(OC)c(-c2noc(CSc3nnc(-c4ccccc4)n3-c3ccccc3)n2)c1	·	·	-7.9%	·	·	1.1	1.1%
CCCNC(=O)N1CCC2(CC1)N(c1ccccc1)C(=O)CS2=O (stereo unspecified)	·	?	2.9%	i	-0.9%	-20.8	10.2%
COc1cccc(-c2cc(C(=O)Nc3cccc(Cl)c3)c3cnn(C)c3n2)c1	·	?	·	·	39.8µM*!	14.8&-4.6	·
Cc1cc(C)c(/C=C/c2onc(C)c2S(=O)(=O)N2CCC(C(=O)NCCc3ccccc3)CC2)c(C)c1	·	·	-3.5%	·	·	0.7	8.7%
COCc1nc(C2CCCN(C(=O)Cc3cccc(F)c3)C2)no1 (stereo unspecified)	-4.8%	i	24.9%	i	-0.2%	18.7	-3.4%[12.5 µM]

Two entries picked at random from those above, as already listed:
SMILES	FLuc inh	3T3 cytotox	SNCA expr inhib	GPT2 inhibitor	HEK293 tox	IP6K1 inhibitor	SNCA viab count
CC(=O)c1cccc(NC(=O)c2nc(-c3ccccc3)n(-c3ccccc3)n2)c1	·	·	33.8%[activator]	·	·	-17.1	6.0%
CN(C1CCCCC1)S(=O)(=O)c1ccc2c(c1)c(=O)c(C(=O)N1CCN(c3ccc(F)cc3)CC1)cn2C	·	·	-6.9%	·	·	-1.9	1.8%

An excerpt of these results, bar-delimited:
molecule | FLuc inh | 3T3 cytotox | SNCA expr inhib | GPT2 inhibitor | HEK293 tox | IP6K1 inhibitor | SNCA viab count
O=C(NC1CC1)c1cc(C2CC2)nc2onc(C3CCNC3)c12 (stereo unspecified) | · | i | -10.9% | i | i | 0.9 | 6.4%
CC(C)C(=O)c1cn(CC(=O)COc2ccc(Oc3ccccc3)cc2)c2ccc(C(=O)O)cc12 | · | · | · | i | · | -12.3 | -3.4%
Cc1ccc2c(CC(=O)N(Cc3ccc(N(C)C)cc3)Cc3ccco3)coc2c1C | · | · | 7.4% | · | · | -0.8 | 3.0%
Cc1noc(C)c1[S+](=O)([O-])NC1CCN(C(=O)c2ccc(-c3cccs3)cc2)CC1 | · | ? | -17.0% | 2.2% | ? | 10.8 | ?

Two of the compounds above, comma-delimited:
compound,FLuc inh,3T3 cytotox,SNCA expr inhib,GPT2 inhibitor,HEK293 tox,IP6K1 inhibitor,SNCA viab count
CCN1CCN(c2ncnc3c2cnn3-c2ccc(F)cc2)CC1,·,·,180.5%[activator],·,·,1.8,7.6%
Cc1nc(C)c(C(=O)N2CCOc3ccc(CN4CCCCC4)cc3C2)s1,1.4%,-13.0%,-1.5%,0.0%,?,-2.8,0.6%
